Screens (PubChem BioAssay)
Growth percent in the NCI-60 one-dose screen (48 h, 10 µM unless noted): 100 = growth as untreated, 0 = no growth, -100 = all killed.
UO-31 = UO-31 renal cancer; 81,000 compounds, 5.2% hits
786-0 = 786-0 renal cancer cells. 81,000 compounds, 5.1% hits. AID 1794775
SF-268 = SF-268 CNS cancer cells. 82,000 compounds, 3.1% hits. AID 1794759
SF-295 = SF-295 CNS cancer cells. 79,000 compounds, 5.6% hits. AID 1794758
U251 = U251 CNS tumor cells; 80,000 compounds, 5.4% hits; AID 1794753
DU-145 = DU-145 prostate cancer; 81,000 compounds, 4.2% hits; AID 1794760
PC-3 = PC-3 prostate cancer cells | 80,000 compounds, 3.9% hits
SN12C = SN12C renal cancer cells | 81,000 compounds, 3.8% hits
SF-539 = SF-539 CNS cancer; 81,000 compounds, 6.8% hits; AID 1794752
* marks the source's active call; other numbers are inactive results; nt = no result given; & = joins results of further samples. The calls were made as follows: active = growth percent below 10; inactive = the rest.

SMILES | UO-31 | 786-0 | SF-268 | SF-295 | U251 | DU-145 | PC-3 | SN12C | SF-539
COc1ccc(-c2nc(SCCC(C)C)nc(N/N=C\c3cccc([N+](=O)[O-])c3)c2C#N)cc1 | 7.3* | 15 | 25 | 32 | 8.2* | 34 | 40 | 35 | 27
C#Cc1ccccc1NC(=O)c1sc2nc3c(cc2c1N)CCCCCC3 | 50 | 17 | 48 | 76 | 23 | 50 | 77 | 59 | 62
O=C(Cn1c(-c2cc3ccccc3oc2=O)nc2ccc(F)cc21)Nc1nc2ccccc2s1 | 62 | 90 | 88 | 93 | 92 | 96 | 85 | 80 | 85
CCCCCCCCCCCCSCC(=O)O | 83 | 99 | 100 | 99 | 107 | 111 | 103 | 109 | 96
C=C1C(=O)O[C@H]2[C@H]1CC/C(COC(=O)c1ccc(C#N)cc1)=C\CC[C@@]1(C)O[C@@H]21 | -1.2* | 23 | 57 | 73 | 41 | 18 | 51 | 17 | -32*
CCCCCCCCN(CCCCCCCC)CCCCCCCC | 107 | 108 | 112 | 109 | 108 | 110 | 97 | 104 | 107
O=C(CSc1nnc(-c2cccs2)n1-c1ccccc1)Nc1ccccc1F | 77 | 99 | 94 | 83 | 89 | 102 | 93 | 99 | 88
Cc1ccc(Nn2c(SCC(=O)Nc3nc(-c4ccccc4)cs3)nc(C)c2C)cc1 | 52 | 82 | 82 | 46 | 49 | 83 | 72 | 64 | 74
c1ccc(CNc2ncnc3[nH]ncc23)cc1 | 79 | 97 | 115 | 100 | 99 | 116 | 96 | 84 | 98
NC(Cc1c[nH]c2ccc(OCc3ccccc3)cc12)C(=O)O (stereo unspecified) | 90 | 98 | 104 | 105 | 99 | 115 | 78 | 104 | 106
CCCCN1C(=O)/C(=c2\sc3n(c2=O)C2C(NN=3)N(CC)C(=O)N2CC)c2cc(C)ccc21 (stereo unspecified) | 75 | 94 | 87 | 100 | 98 | 99 | 96 | 98 | 67
CCCCCN(CCCCC)C(C)=O | 87 | 93 | 102 | 95 | 104 | 109 | 110 | 106 | 100
COc1ccc(OC)c(-c2nc3ccccc3s2)c1 | 52 | 114 | 94 | 101 | 96 | 110 | 87 | 98 | 94
CN(C)c1ccc2cc(-c3nc4ccccc4s3)c(N)nc2c1 | 52 | 35 | 59 | 22 | 33 | 41 | 20 | 48 | 34
NC(=O)c1cc(Cl)ccc1NC(=O)c1ccccc1-c1ccccc1 | 31 | 27 | 54 | 8.7* | 21 | -8.8* | 24 | 52 | -13*
Nc1nc(C(=O)N/N=C/c2ccc([N+](=O)[O-])cc2)nn1-c1ccc(S(N)(=O)=O)cc1 | 77 | 95 | 95 | 104 | 96 | 111 | 92 | 98 | 96
COc1ccc(CC(C)=C(c2ccc(OCCCN(C)C)cc2)c2ccc(OCCCN(C)C)cc2)cc1 | 92 | 98 | 100 | 101 | 106 | 106 | 105 | 114 | 100
CCCCCCC(CO)CCCC (stereo unspecified) | 87 | 97 | 111 | nt | 104 | 114 | 114 | 112 | 97
COC(=O)c1cc2c(/C=C3/NC(=S)NC3=O)coc2n1C | 50 | 98 | 38 | 45 | 71 | 134 | 67 | 118 | 82
CSc1ncnc2nn(C3OC(COC(=O)c4ccccc4)C(OC(=O)c4ccccc4)C3OC(=O)c3ccccc3)nc12 (stereo unspecified) | 90 | 94 | 104 | 92 | 97 | 101 | 95 | 94 | 101
N[C@@H](Cc1cn(-c2ccccc2O)nn1)C(=O)O | 91 | 105 | 99 | 100 | 99 | 105 | 101 | 98 | 95
Cc1cccc(/C=C\C(=O)c2ccccc2)c1 | 82&67 | 80 | 100&105 | 96&116 | 92&65 | 104&100 | 83&86 | 102&90 | 108&112
O=C(Nc1ccn(C2OC(CO)C(O)C2O)c(=O)n1)c1ccccc1 (stereo unspecified) | 103 | 113 | 119 | 97 | nt | 118 | 100 | 103 | 103
NC(=O)c1ccc(Cn2cc(CSc3nc4ccccc4s3)nn2)cc1 | 93 | 93 | 99 | 96 | 104 | 109 | 98 | 94 | 99
O=[N+]([O-])c1ccc2nc(N/N=C/c3ccc(O)cc3)sc2c1 | 27 | 51 | 64 | 87 | 46 | 60 | 38 | 55 | 49
CC(c1nnnn1-c1ccc(Br)cc1)N1C(=O)c2ccccc2C1=O (stereo unspecified) | 79 | 103 | 97 | 99 | 100 | 105 | 95 | 102 | 99
COc1cc(/C=N/NC(=O)CCN2c3ccccc3Sc3ccccc32)cc(OC)c1OC | 64 | 97 | 94 | 74 | 98 | 97 | 61 | 77 | 86
COc1cc([N+](=O)[O-])ccc1NC(=O)NCc1ccccc1 | 76 | 96 | 108 | 95 | nt | 94 | 89 | 97 | 99
CCOC(=O)c1cccnc1Nc1ccc(NC(=O)Nc2ccc(Cl)c(C(F)(F)F)c2)cc1 | 34 | 68 | 73 | 9.9* | 30 | 33 | 7.2* | 51 | 76
CCOC(=O)c1ccc(N(CCC(=O)O)C(C)=O)cc1 | 79 | 104 | 119 | nt | 102 | 122 | 90 | 107 | 107
CN(C)c1ccc(C2Nc3ccccc3-n3cccc32)cc1 (stereo unspecified) | 64 | 108 | 103 | 102 | 96 | 114 | 66 | 90 | nt
O=C1CC(N2C(=O)CSC2=S)C(=O)N1c1ccc(O)cc1 (stereo unspecified) | 98 | 94 | 109 | 105 | 102 | 119 | 101 | 94 | 104
COc1ccc(/C=C(\c2cc(OC)c(OC)c(OC)c2)c2nnc(-c3cccs3)o2)cc1 | 89 | 49 | 42 | 73 | 56 | 77 | 82 | 85 | 48
CC(=O)c1cc(C(=O)c2ccc(Br)cc2)n2c(C)cccc12 | 65 | 82 | 86 | 80 | 89 | 92 | 70 | 86 | 79
CC(=O)OCC1O[C@H](Oc2ccc3c(c2)CC[C@@H]2[C@@H]3CC[C@]3(C)C(=O)CC[C@@H]23)C(OC(C)=O)[C@@H](OC(C)=O)[C@H]1OC(C)=O (stereo partly specified) | 81 | 99 | 100 | nt | 94 | 113 | 83 | 106 | 104
CCOc1ccc(NC(=O)CC2SC(=Nc3ccc(Cl)cc3)NC2=O)cc1 (stereo unspecified) | 82 | 106 | 93 | 104 | 99 | 108 | 95 | 104 | 107
Cn1ccc2cnc(Oc3ccccc3-c3ccccc3)nc21 | 73 | 102 | 100 | 96 | 98 | 108 | 83 | 106 | 100
COC(=O)Nc1ccc(NC(=O)OC)c2c1C(=O)c1ccccc1C2=O | 49 | 93 | 80 | 99 | 78 | 82 | 69 | nt | 90
Cn1cc(-c2nc(N)nnc2-c2c[nH]c3ccc(F)cc23)c2cc(Br)cnc21 | 6.2* | 5.5* | 4.5* | 9.2* | 1.1* | 10 | 8.2* | 10 | -12*
COc1cc(-c2nc3ccc(-c4nnc(SCC(=O)Nc5ccc(C(=O)/C=C/c6ccc(Cl)cc6)cc5)o4)cc3[nH]2)cc(OC)c1OC | 84 | 91 | 99 | 98 | 78 | 104 | 95 | 90 | 75

Given with values under each structure: entries from further up.
The line under a structure holds: UO-31, 786-0, SF-268, SF-295, U251, DU-145, PC-3, SN12C, SF-539
> COc1ccc(/C=C(\c2cc(OC)c(OC)c(OC)c2)c2nnc(-c3cccs3)o2)cc1
→ 89, 49, 42, 73, 56, 77, 82, 85, 48
> CC(=O)c1cc(C(=O)c2ccc(Br)cc2)n2c(C)cccc12
→ 65, 82, 86, 80, 89, 92, 70, 86, 79
> CC(=O)OCC1O[C@H](Oc2ccc3c(c2)CC[C@@H]2[C@@H]3CC[C@]3(C)C(=O)CC[C@@H]23)C(OC(C)=O)[C@@H](OC(C)=O)[C@H]1OC(C)=O (stereo partly specified)
→ 81, 99, 100, nt, 94, 113, 83, 106, 104
> CCOc1ccc(NC(=O)CC2SC(=Nc3ccc(Cl)cc3)NC2=O)cc1 (stereo unspecified)
→ 82, 106, 93, 104, 99, 108, 95, 104, 107
> Cn1ccc2cnc(Oc3ccccc3-c3ccccc3)nc21
→ 73, 102, 100, 96, 98, 108, 83, 106, 100

New compounds follow.
SMILES | UO-31 | 786-0 | SF-268 | SF-295 | U251 | DU-145 | PC-3 | SN12C | SF-539
COc1ccc(C(=O)c2nc3ccccc3n2CC(=O)c2ccc(Cl)cc2)cc1 | 46 | 35 | 42 | 10 | 23 | 35 | 35 | 46 | 16
CC(=O)c1cnc(-c2ccccc2)nc1CBr | 45 | 86 | 85 | 98 | 79 | 71 | 73 | 51 | 92
O=C(O)c1ccccc1/C=N/N1CCCCCC1 | nt | 116 | 100 | 83 | 98 | 113 | nt | nt | 100
CCCCCCCCCCCCCCCCCSCc1ccc(Nc2ccccc2)cc1 | 70 | 109 | 124 | 98 | nt | 123 | 98 | 102 | 101
Cc1c(C(=O)N2CCNCC2)[nH]c2ccc(Cl)cc2c1=O | 88 | 101 | 105 | 108 | 95 | 114 | 96 | nt | 97
O=C1NN(c2ccccc2)C(c2ccc(Cl)cc2)N2CCC[C@@H]12 (stereo partly specified) | 70 | 84 | 78 | 77 | 88 | 84 | 86 | 93 | 100
O=C1CSC2=N/C(=C\c3ccc(Cl)cc3)C(=O)N12 | 89 | 102 | 108 | nt | nt | 108 | 94 | 100 | 103
CCN(CC)CC(C)O (stereo unspecified) | 90 | 107 | 107 | 113 | 102 | 114 | 97 | 102 | 97
COc1ccccc1/C=C1\Cc2ccccc2C1=O | 54 | 84 | 88 | 85 | 90 | 95 | 88 | 98 | 98
N#Cc1cccc(-c2nc(N3CCOCC3)c3c4c(sc3n2)CCCC4)c1 | 80 | 77 | 85 | 76 | 84 | 88 | 85 | 87 | 90
C/C=C1\C(O)CC2C3CCC4=CC(=O)CC[C@]4(C)C3CC[C@]12C (stereo partly specified) | 82 | 98 | 100 | 94 | 100 | 113 | 93 | 99 | 106
COc1ccc(NC(=O)/N=c2\oc3c(C)cccc3cc2-c2cc3ccccc3[nH]2)cc1 | 74 | 101 | 86 | 96 | 95 | 102 | 89 | 87 | 35
CCOC(=O)CC[C@H](NC(=O)c1ccc(NC(=O)Cn2c(C)nc3c(c(C)nn3-c3ccccc3)c2=O)cc1)C(=O)OCC | 84 | 90 | 100 | 96 | 95 | 102 | 94 | 104 | 95
CC(C)C(=O)c1ccc(O)c(O)c1 | 79 | 107 | 80 | 113 | 90 | 105 | nt | 96 | 88
COc1cc(C(=O)O)cc(Br)c1O | 80 | 93 | 101 | 98 | 92 | 113 | 75 | 103 | 103
O=C(O)Cc1ccc2c(c1)CCC2 | 96 | 95 | 97 | 101 | 99 | 104 | 97 | 106 | 98
O=C(/C=C(/C=C/c1ccc(OCc2ccccc2)c(OCc2ccccc2)c1)OB(F)F)/C=C/c1ccc(OCc2ccccc2)c(OCc2ccccc2)c1 | 90 | 102 | 96 | 99 | 98 | 106 | 98 | 102 | 102
BrC(c1ccccc1)(c1ccccc1)c1ccccc1 | 72 | 105 | 108 | 81 | nt | 118 | 99 | 107 | 114
COC(OC)C(=O)c1ccccc1 | 115 | 106 | 111 | 100 | 106 | 114 | 89 | 95 | 105

Grouped by structure: the entries above with a cyano group
SMILES | UO-31 | 786-0 | SF-268 | SF-295 | U251 | DU-145 | PC-3 | SN12C | SF-539
COc1ccc(-c2nc(SCCC(C)C)nc(N/N=C\c3cccc([N+](=O)[O-])c3)c2C#N)cc1 | 7.3* | 15 | 25 | 32 | 8.2* | 34 | 40 | 35 | 27
C=C1C(=O)O[C@H]2[C@H]1CC/C(COC(=O)c1ccc(C#N)cc1)=C\CC[C@@]1(C)O[C@@H]21 | -1.2* | 23 | 57 | 73 | 41 | 18 | 51 | 17 | -32*
N#Cc1cccc(-c2nc(N3CCOCC3)c3c4c(sc3n2)CCCC4)c1 | 80 | 77 | 85 | 76 | 84 | 88 | 85 | 87 | 90
